Screens from PubChem BioAssay.
RAD52 anneal inh = RAD52 DNA annealing inhibitors, primary screen, biochemical, FRET, single point, set 2; DNA repair protein RAD52 homolog (Homo sapiens), P43351; recombinant RAD52 DNA annealing, FRET fluorescence; inhibition, % at 18.7 µM; actives 0.46% (n = 360,000);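 active means every replicate showing at least 50% inhibition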
ERAP1 HTS inh = human ERAP1 aminopeptidase inhibitors, primary screen, biochemical, single point, plate reader; Endoplasmic reticulum aminopeptidase 1 (Homo sapiens), Q9NZ08; recombinant ERAP1, Leu-AMC fluorescence, 60 min; inhibition, % at 10.7 µM; actives 0.15% (n = 340,000); AID 652197, 2013;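 active means mean replicate inhibition of at least 30%, or all replicates individually reaching that 30% level; inactive means mean below 30% and not every replicate reaching it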;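 further: 0% = neutral control wells and 100% = L-leucinethiol positive control wells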
Xi reactivation = activators of inactive X chromosome reactivation, primary screen, imaging, XiGFP fibroblasts, GFP high-content imaging, set 2; activation, % at 7.58 µM; AID 743238, 2013; actives 0.055% (n = 360,000); XiGFP mouse fibroblasts, % GFP-positive cells imaging, 3 d; cells co-treated with 5-aza-dC sensitizer; scaled so ellipticine positive control = 100%;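 active means mean normalized replicate activation at least 10% and every replicate at or above 10%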;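 further: 0% = median of on-plate neutral control wells and 100% = ellipticine 6 µM median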
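System: 68-5-11 XiGFP fibroblast line; Timing: 3 days compound exposure; Compound dosing: one concentration, pinned; Benchmarks: positive control ellipticine, 6 µM final; Buffer or medium: DMEM containing 5-aza-dC.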
ERp5 block = inhibitors of ERp5-driven insulin aggregation, primary screen, biochemical, turbidity, absorbance 650 nm, single point; Protein disulfide-isomerase A6 (Homo sapiens), Q15084; 90 min; inhibition, % at 9.99 µM; actives 0.05% (n = 350,000); AID 651711, 2012;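 active means mean replicate inhibition above about 25%, with every replicate also reaching it, limit read from the data, passing the limit was not always enough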
RAD54 inh = inhibitors of human RAD54 branch migration, primary screen, biochemical, fluorescence, single point; inhibition, % at 10.4 µM; RAD54 Holliday junction branch migration, FAM/BHQ fluorescence; actives 0.14% (n = 360,000);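 active means mean normalized replicate activity at least 40 and at least half of replicates scoring 40 or more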;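 further: 0% = median of neutral control wells and 100% = median of positive control wells; inhibitors cause a drop in the FAM fluorescence signal; in these data hits start at about 50%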
Target sequence (Q92698 whole entry, looked up): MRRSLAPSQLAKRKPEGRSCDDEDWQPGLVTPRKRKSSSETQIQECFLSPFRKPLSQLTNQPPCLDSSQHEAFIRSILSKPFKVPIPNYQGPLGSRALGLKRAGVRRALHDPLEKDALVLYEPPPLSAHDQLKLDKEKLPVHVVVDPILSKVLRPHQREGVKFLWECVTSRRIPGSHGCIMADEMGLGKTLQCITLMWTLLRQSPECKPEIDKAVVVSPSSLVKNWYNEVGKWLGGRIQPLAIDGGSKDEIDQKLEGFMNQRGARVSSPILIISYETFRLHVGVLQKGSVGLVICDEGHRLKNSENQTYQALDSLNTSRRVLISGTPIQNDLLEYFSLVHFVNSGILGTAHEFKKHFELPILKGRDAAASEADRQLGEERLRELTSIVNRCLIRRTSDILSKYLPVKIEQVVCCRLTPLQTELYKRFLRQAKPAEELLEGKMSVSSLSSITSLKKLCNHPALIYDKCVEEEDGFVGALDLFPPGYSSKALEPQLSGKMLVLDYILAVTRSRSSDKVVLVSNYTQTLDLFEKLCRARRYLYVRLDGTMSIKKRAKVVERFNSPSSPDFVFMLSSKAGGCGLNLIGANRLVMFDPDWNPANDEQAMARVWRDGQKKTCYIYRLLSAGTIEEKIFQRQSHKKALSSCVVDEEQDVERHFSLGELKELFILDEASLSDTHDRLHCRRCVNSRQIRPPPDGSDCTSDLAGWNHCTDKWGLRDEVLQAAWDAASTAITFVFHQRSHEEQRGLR
esBAF inh = Bmi1 luciferase reporter increase in mESCs, primary screen, esBAF inhibitor project, mouse ES cells, Bmi1 luciferase knock-in, single point. 24 h; 100% = twice the neutral-well signal. AID 602393, 2012. actives 2% (n = 350,000). reporter increase, % at 12.5 µM; in the data active means activation above about 40%;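 further: 0% = median of the plate's neutral control wells and 100% = double that signal; a rise in the Bmi1 reporter signal indicates esBAF inhibition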
E-selectin induc = E-selectin induction in HUVECs, primary screen, imaging, HUVEC, immunofluorescence imaging, single point | P16581 | normalized: neutral wells 0, TNF-alpha wells 100 | activation, % at 7.58 µM | actives 0.37% (n = 260,000) | AID 686992, 2013;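 active means mean E-selectin-positive cell signal at least 10% of the positive control, reached in at least 60% of replicates, without over 20% cell loss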;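 further: in these data hits start at about 27%; measured in HUVEC primary endothelial cells; signal is the percent of cells scored E-selectin positive by PE staining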
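assay system = HUVEC, human umbilical vein endothelial cells | input = 3,000 HUVEC seeded per well | medium = EGM-2 growth medium on 0.1% gelatin-coated wells | dosing = one compound dose added by pin transfer | signal = immunofluorescence imaging | read-out basis = % PE-positive cells | control set = TNF-alpha, DMSO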
S100A4 MyoIIA = inhibitors of S100A4-myosin IIA peptide binding, primary screen, biochemical, fluorescence polarization, TAMRA-MyoIIA peptide; Protein S100-A4 (Homo sapiens), P26447; inhibition, % at 10.7 µM; actives 0.14% (n = 360,000); AID 652163, 2013;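 active means mean inhibition of at least 70% across replicates, with every replicate also reaching that level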
Target sequence (P26447 whole entry, looked up): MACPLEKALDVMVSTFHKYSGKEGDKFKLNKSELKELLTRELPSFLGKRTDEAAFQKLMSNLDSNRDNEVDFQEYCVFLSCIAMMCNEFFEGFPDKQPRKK
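Material: S100A4 monomer protein | Medium: HEPES pH 7.2 with CaCl2, KCl, NaCl, DTT, Triton | Reagent: Labelled myosin peptide probe, 5 nM | Doses: One dose per compound | Times: 5 min incubation before reading | Benchmarks: Neutral control DMSO, positive control TFP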
* marks the source's active call; other numbers are inactive results; · = no result given; & = joins results of further samples.

SMILES	RAD52 anneal inh	ERAP1 HTS inh	Xi reactivation	ERp5 block	RAD54 inh	esBAF inh	E-selectin induc	S100A4 MyoIIA
Cc1ccc(N2CCN(C(=S)c3ccc(-c4ccccc4[N+](=O)[O-])o3)CC2)cc1	-14.9	·	0.1	-2.0	-9.9	1.8	·	4.5
O=C(C[C@H]1CC[C@H]2[C@@H](COC[C@@H](O)CN2Cc2ccc3c(c2)OCO3)O1)Nc1ccccc1	8.6	0.5	0.1	1.8	10.2	4.7	0.1	-6.2
Cc1cc2nc(N3CCN(C(=O)c4ccco4)CC3)sc2cc1C	-10.3	0.8	0.0	-4.4	2.2	69.5*	·	-2.1
CCC(=O)N1[C@H](CO)[C@@H](c2ccccc2)C12CN(CC1CCOCC1)C2	10.3	-7.7	0.2	-4.3	·	·	-0.2	2.5
COc1ccccc1C(=O)NNC(=O)C(=O)N1CCCCC1	-13.6	-3.7	0.0	12.2	-8.4	-1.6	0.2	-3.4
COc1ccc(N2CCN(CC(=O)c3ccc(Cl)cc3)CC2)cc1	-25.5	-0.1	0.1	5.9	-1.1	12.8	0.0	-2.3
CCCNC(=O)N1[C@H](C#N)[C@@H](c2ccccc2-c2ccccc2)[C@@H]1CO	-8.3	0.7	0.0	4.5	·	·	-0.1	10.2
COc1ccc(C#Cc2ccc3c(c2)[C@H]2[C@H](CCN2C(=O)CN2CCOCC2)[C@H](CO)N3C)cc1	-9.2	1.3	0.7	-6.0	-12.9	0.6	0.9	-5.1
N#Cc1ccc(NC(=S)NC(=O)C2CCCCC2)cc1	-25.9	-2.7	0.0	-1.5	13.4	23.9	1.1	-9.8
Cc1c(C(=O)N2CCc3ccccc3C2)oc2ccc(S(=O)(=O)N3CCCCCC3)cc12	-12.9	2.7	0.0	-1.7	·	·	7.6	-1.6
COC(=O)C1=C(C)N(C)C(=NCc2ccc(OC)cc2)NC1c1cccc(F)c1 (stereo unspecified)	-21.4	-3.3	0.2	4.0	·	·	-0.1	2.7
O=C(c1ccc2c(c1)OCO2)N1CC2(C1)[C@H](c1ccccc1)[C@H](CO)N2C(=O)C1CCCC1	-15.0	0.8	0.1	15.5	·	·	0.1	11.1
CCN1CCc2nc3sc(C(=O)N4CCc5ccccc5C4)c(N)c3cc2C1	18.8	1.0	0.0	0.5	4.1	-4.4	·	8.8
Cc1ccc(NC(=O)C2CCCN2S(=O)(=O)c2cccc3cccnc23)c(C)c1 (stereo unspecified)	-12.6	0.8	0.2	-0.7	-6.5	-8.7	·	-2.2
C[C@@H]1CN([C@H](C)CO)C(=O)c2cc(NC(=O)CCN3CCOCC3)ccc2O[C@@H]1CN(C)CC1CCCCC1	0.2	0.0	-0.3	-2.4	1.4	-4.6	0.3	1.1
CCC(=O)N1CC2(C1)[C@H](c1ccc(-c3ccc(C#N)cc3)cc1)[C@H](CO)N2C(C)=O	-2.9	-1.5	0.3	4.2	·	·	0.3	-7.4
CO[C@H]1CN(C)C(=O)c2cc(NC(=O)C3CCC3)ccc2OC[C@H](C)N(Cc2ccc(F)cc2)C[C@H]1C	4.3	-0.9	0.3	-2.9	1.6	3.0	-0.1	5.9
C[C@H]1CN([C@@H](C)CO)C(=O)c2cc(NC(=O)Nc3ccc4c(c3)OCO4)ccc2O[C@H]1CN(C)C(=O)Nc1ccc(F)cc1	·	·	-0.5	·	8.0	2.0	-1.1	·
Cc1ccc(NC(=O)Nc2cc(C(F)(F)F)c[nH]c2=O)cc1	0.5	-3.2	0.1	5.9	-1.4	-2.5	-0.2	-3.3
CCC(=O)Nc1ccc2c(c1)OC[C@H](C)N(C(=O)CC1CC1)C[C@H](C)[C@@H](OC)CN(C)C2=O	7.1	0.8	0.4	-0.1	3.4	-6.8	0.0	-7.3
O=C(CCC(=O)N1CCN(S(=O)(=O)c2ccccc2Cl)CC1)c1ccccc1	-43.5	-1.0	0.0	8.1	-4.4	0.3	0.4	9.4
CCN(Cc1nc(-c2cccc(C)c2)no1)C(=O)c1ccc2c(c1)OCO2	-1.8	-1.0	0.3	4.4	-3.5	3.9	-0.2	3.9
Oc1ccc(Br)cc1CNc1ccccn1	2.1	-5.5	-0.1	-2.4	·	·	·	-2.5
CC(=O)N1CC2(C1)[C@@H](c1ccc(-c3cccc(F)c3)cc1)[C@@H](CO)N2CC1CC1	-29.7	1.7	0.1	-6.3	·	·	0.0	-5.2
C#CCN(C[C@H]1[C@H](OC(=O)NC2CC2)[C@H](OC(=O)NC2CC2)C[C@@H](C(=O)OC)[C@H]1C(=O)OC)S(=O)(=O)c1ccc(C)cc1	-13.4	1.8	-0.1	-0.6	3.5	2.6	-0.3	-2.0
Cc1c(CCCC(=O)O)sc(N)c1C(=O)c1cccc(C(F)(F)F)c1	-46.1	1.5	0.0	1.5	-4.8	-11.9	0.0	-5.6
O=C(C[C@@H]1CC[C@@H]2[C@H](COC[C@H](O)CN2C(=O)Nc2ccc(Cl)cc2)O1)NCc1ccncn1	-2.7	-2.9	-0.1	-3.2	4.8	8.9	-0.1	0.5
CN(CC(=O)Nc1cccc(F)c1)C(=O)c1cc([N+](=O)[O-])ccc1N1CCOCC1	-6.0	8.4	0.2	6.8	·	-12.3	-0.2	12.4
COc1cc(C(CCN2CCCCC2)c2c(OC)cc(OC)c3c(C)cc(=O)oc23)cc(OC)c1OC (stereo unspecified)	-8.4	-17.9	0.0	-9.4	6.6	-83.1	-0.1	-4.6
O=C(O)c1c[nH]c(=O)c2ccccc12	-12.4	2.0	0.0	-1.0	·	·	·	1.1
CCOC(=O)CNC(=O)CSc1nc(-c2ccc(OC)cc2)ns1	-11.3	2.1	0.4	2.1	-2.4	-6.5	0.9	6.7
CCOCCc1nnc(NC(=O)Cc2ccc(Br)cc2)s1	-0.6	5.9	·	3.4	-14.3	-11.2	·	0.1
C[C@H](CO)N1C[C@H](C)[C@@H](CN(C)Cc2cccc(C(=O)O)c2)OCc2cn(nn2)CCCC1=O	11.2	-4.5	-0.1	2.5	-4.4	-4.8	-0.1	1.2
NC(=O)C1=C[C@@H](c2coc3ccccc3c2=O)C[C@@H](OCCCCO)O1	-3.6&15.0	1.3&-0.5	-0.1	4.3&4.1	4.0	-3.5	-0.1	-1.6&-1.3
O=C(CNC(=S)N(CCCN1CCOCC1)Cc1cccs1)NCc1ccc(Cl)cc1	-20.4	-2.4	0.1	-6.7	-8.5	-4.3	·	-6.0
COc1cc(C(=O)Nc2cccc(-n3cnnn3)c2)cc(Cl)c1OC	-13.1	-0.7	0.0	-1.8	1.9	-4.5	·	-7.1
CNc1ncc(-c2nnnn2-c2ccccc2)c(-c2ccccc2)n1	-46.2	7.8	0.3	2.4	·	·	6.1	21.0
CO[C@H]1CN(C)C(=O)c2cc(NC(C)=O)ccc2OC[C@H](C)N(CCC(F)(F)F)C[C@H]1C	9.0	-2.8	0.4	0.5	-8.0	-1.6	-0.2	13.9
CCC(c1nnnn1C1CCCC1)N1CCC(C(N)=O)CC1 (stereo unspecified)	-5.4	3.1	0.0	4.9	·	·	·	-6.6
CCN(C(=O)COC(=O)CNC(=O)C12CC3CC(CC(C3)C1)C2)C1CCS(=O)(=O)C1 (stereo unspecified)	-4.4	1.6	0.0	1.3	-14.8	·	0.0	0.7

Exported field by field: entries from further up
> C[C@H](CO)N1C[C@H](C)[C@@H](CN(C)Cc2cccc(C(=O)O)c2)OCc2cn(nn2)CCCC1=O
- RAD52 anneal inh = 11.2
- ERAP1 HTS inh = -4.5
- Xi reactivation = -0.1
- ERp5 block = 2.5
- RAD54 inh = -4.4
- esBAF inh = -4.8
- E-selectin induc = -0.1
- S100A4 MyoIIA = 1.2
> NC(=O)C1=C[C@@H](c2coc3ccccc3c2=O)C[C@@H](OCCCCO)O1
- RAD52 anneal inh = -3.6&15.0
- ERAP1 HTS inh = 1.3&-0.5
- Xi reactivation = -0.1
- ERp5 block = 4.3&4.1
- RAD54 inh = 4.0
- esBAF inh = -3.5
- E-selectin induc = -0.1
- S100A4 MyoIIA = -1.6&-1.3
> O=C(CNC(=S)N(CCCN1CCOCC1)Cc1cccs1)NCc1ccc(Cl)cc1
- RAD52 anneal inh = -20.4
- ERAP1 HTS inh = -2.4
- Xi reactivation = 0.1
- ERp5 block = -6.7
- RAD54 inh = -8.5
- esBAF inh = -4.3
- E-selectin induc = ·
- S100A4 MyoIIA = -6.0
> COc1cc(C(=O)Nc2cccc(-n3cnnn3)c2)cc(Cl)c1OC
- RAD52 anneal inh = -13.1
- ERAP1 HTS inh = -0.7
- Xi reactivation = 0.0
- ERp5 block = -1.8
- RAD54 inh = 1.9
- esBAF inh = -4.5
- E-selectin induc = ·
- S100A4 MyoIIA = -7.1

Continuation.
canonical_smiles | RAD52 anneal inh | ERAP1 HTS inh | Xi reactivation | ERp5 block | RAD54 inh | esBAF inh | E-selectin induc | S100A4 MyoIIA
C=CCNCCCOc1ccc(Cl)cc1C(C)(C)C | 17.3 | 3.6 | 0.0 | 2.4 | · | -5.9 | · | -3.9
Cc1c(NS(=O)(=O)c2cccc(C(=O)NCc3ccccc3Cl)c2)c(=O)n(-c2ccccc2)n1C | -9.6 | -1.3 | 0.1 | -2.3 | -18.3 | 5.2 | 2.3 | -2.3
COc1ccc(OC)c(S(=O)(=O)NC2CC(=O)N(c3cccc(F)c3)C2)c1 (stereo unspecified) | -6.1 | -0.2 | 0.0 | 1.5 | · | -3.5 | 0.5 | 2.9
CN(C)C1C(=O)c2ccccc2C1=O | -0.2 | 5.1 | 0.3 | 0.6 | · | · | -2.6 | 21.9
COCCn1c(CCc2ccccc2)n[nH]c1=S | -18.9 | 10.6 | 0.1 | -0.2 | · | · | -0.1 | -11.3
O=C(Nc1ncc([N+](=O)[O-])s1)c1ccccc1Br | -16.0 | -0.6 | 0.1 | 1.9 | -10.2 | 0.4 | · | -2.1
C[C@H](NC(=O)C[C@@H]1CC[C@H](NC(=O)c2cccnc2)[C@@H](CO)O1)c1ccccc1 | -7.1 | -1.4 | 0.1 | 7.6 | 3.2 | -1.6 | 0.2 | 12.4
Cc1cccc2nc(CSc3nc4ccccc4o3)cn12 | -7.6 | 7.2 | -0.2 | -2.3 | · | · | 3.9 | 4.3
COc1ccc(CCNC(=O)c2cccc(S(=O)(=O)NC(C)c3ccccc3)c2)cc1 (stereo unspecified) | -10.9 | -5.9 | 0.4 | -10.4 | -6.8 | -4.4 | · | -1.3
Cc1ccc(N=C(N(C)C)P(=O)(N(C)C)N(C)C)c(C)c1 | -16.7 | -4.1 | 0.0 | -12.8 | · | · | · | 3.8
Cc1nn(-c2ccc(Cl)cc2)c(=O)c2c(C)noc12 | -23.6 | · | 0.0 | -6.7 | 7.2 | -0.8 | 0.6 | -2.4
COc1ccc(OC)c(C(=O)NC2CCSc3ccccc32)c1 (stereo unspecified) | -8.4 | -0.5 | · | 0.9 | 2.2 | 6.5 | · | -1.8
C[C@H](CO)N1C[C@H](C)[C@@H](CN(C)CC2CC2)Oc2ccc(NC(=O)Cn3cnnn3)cc2CC1=O | -8.3 | 2.4 | 0.1 | 2.8 | -3.6 | 0.5 | 0.0 | 7.5
